Screening results from PubChem.
IMPase cell inh = IMPase inhibition in cells | CHO-M1 cells, IP1 accumulation, HTRF TR-FRET ratio | inhibition (IP1 accumulation), % at 46.1 µM | 120,000 tested, under 10 active; active = well fitted curve in the direction sought with a large enough effect in the signal ratio, not every such curve was filed as active; inconclusive = small, poorly fitted or top-dose-only effect, or a change in a side signal; inactive = no such curve, though single readings can be large or run the other way; the % refers to the signal ratio;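 also: cells stimulated with carbachol in lithium chloride buffer; plate controls were DMSO basal wells for no effect and reference inhibitor wells for full effect; higher means more IMPase inhibition seen as more IP1 and lower FRET ratio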
Target sequence (P97697 whole entry, looked up): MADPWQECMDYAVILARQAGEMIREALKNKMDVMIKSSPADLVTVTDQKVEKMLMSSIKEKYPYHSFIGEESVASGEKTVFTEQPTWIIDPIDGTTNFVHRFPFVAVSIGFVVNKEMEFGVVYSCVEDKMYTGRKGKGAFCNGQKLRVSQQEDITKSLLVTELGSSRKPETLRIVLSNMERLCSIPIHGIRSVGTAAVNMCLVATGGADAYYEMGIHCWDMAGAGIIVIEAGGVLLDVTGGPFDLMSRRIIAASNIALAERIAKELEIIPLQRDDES
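Cellular IMPase inhibition is scored as a rise in cytosolic IP1, detected by competitive TR-FRET between d2-labelled IP1 and a europium anti-IP1 antibody. M1-expressing CHO cells were stimulated with carbachol for 30 min at 37C, with lithium (50 mM LiCl) present in the buffer.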
ALOX15B inhib = 15-hLO-2 (ALOX15B) enzyme inhibition. purified 15hLO-2, xylenol orange hydroperoxide absorbance. AID 881. Potency, µM (top dose mostly 57.1 µM), for inactives: at the top dose activity change, negative = inhibition, most hits filed as inhibitors. O15296. 0.56% of 110,000 active; also: potency is read from the fitted curve at half-maximal effect; nearly all actives have a fitted effect of over 60% in size; many of its hits are not listed in these tables
Target sequence (O15296 whole entry, looked up): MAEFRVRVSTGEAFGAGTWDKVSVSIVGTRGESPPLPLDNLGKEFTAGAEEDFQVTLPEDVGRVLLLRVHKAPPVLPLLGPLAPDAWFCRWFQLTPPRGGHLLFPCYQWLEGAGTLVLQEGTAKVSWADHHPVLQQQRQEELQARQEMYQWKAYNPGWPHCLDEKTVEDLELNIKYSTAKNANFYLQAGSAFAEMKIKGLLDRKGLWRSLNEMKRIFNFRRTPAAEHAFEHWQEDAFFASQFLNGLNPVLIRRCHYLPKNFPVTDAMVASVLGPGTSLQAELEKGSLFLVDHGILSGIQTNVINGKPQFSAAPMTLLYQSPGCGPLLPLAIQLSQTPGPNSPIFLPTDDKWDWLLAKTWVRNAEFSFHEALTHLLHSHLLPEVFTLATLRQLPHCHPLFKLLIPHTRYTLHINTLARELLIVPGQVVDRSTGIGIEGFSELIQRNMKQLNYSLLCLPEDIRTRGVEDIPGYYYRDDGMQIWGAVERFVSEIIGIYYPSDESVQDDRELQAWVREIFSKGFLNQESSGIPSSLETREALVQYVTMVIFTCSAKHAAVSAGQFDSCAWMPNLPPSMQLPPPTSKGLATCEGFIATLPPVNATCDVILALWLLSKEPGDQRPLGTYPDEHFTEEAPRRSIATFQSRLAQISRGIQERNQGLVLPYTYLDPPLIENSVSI
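Read-out: hydroperoxide product oxidises ferrous iron, measured as xylenol orange complex via the 573-to-405 nm absorbance ratio after 30 min. Reaction: 50 nM enzyme, 15 min compound preincubation, 45 uM arachidonic acid, 90 min RT, Hepes pH 7.5 with Triton X-100.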
PNC assembly inh = perinucleolar compartment assembly inhibition; PC3M PTB-GFP, PNC prevalence imaging, 16 h; hits give low values; activity change (PNC), negative = inhibition, % at 10 µM; 3.1% of 140,000 active; AID 2417;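 active = readout at or below -70, meaning at least 70% loss of cells showing the perinucleolar compartment, a nuclear body marking cancer cells; inconclusive = readout between -30 and a set limit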;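 also: plate controls were DMSO wells for no effect and camptothecin positive control wells for full effect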
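Read-out is percentage of cells bearing a perinucleolar compartment, from automated 20x imaging of fixed, Hoechst-stained PC3M PTB-GFP cells. Cells were seeded 4 h, then exposed 16 h to compound (23 nl of library stock) in duplicate plates.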
12-hLO inh = 12-hLO (ALOX12) enzyme inhibition. P18054. purified 12-hLO, xylenol orange hydroperoxide absorbance. Potency, µM (titrated, usually from 57.1 µM), for the others: at the top dose activity change, negative = inhibition, most hits filed as inhibitors. 0.12% of 150,000 active; also: potency is read from the fitted curve at half-maximal effect; nearly all actives have a fitted effect of over 55% in size; many of its hits are not listed in these tables
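Purified human 12hLO (150 nM), preincubated 15 min with compound, then 40 uM arachidonic acid for 30 min, room temperature, Hepes pH 7.0 with 0.01% Triton X-100. Hydroperoxide detected by ferrous iron/xylenol orange; 573/405 nm absorbance ratio gives reaction progress.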
* hit, by the source's call; [ ] = dose if it differs, or a comment. Unless noted, calls follow the shape of the dose curve; as a rule, active = well fitted curve in the direction sought with a large enough effect; inconclusive = small, poorly fitted or top-dose-only effect, or another doubt; inactive = no such curve, though single readings can be large; an effect the other way counts as inactive or inconclusive. Unless noted, % is scaled to controls: 0 for no effect and ±100 for the full control effect. An excerpt; the hit share may differ from the screen's.

`O=C(NCC(c1cccnc1)N1CCN(c2ccc(F)cc2)CC1)Oc1ccccc1` (centres undefined) gave IMPase cell inh -6, PNC assembly inh -14 and 12-hLO inh 6%.
`COCCCn1c(N)c(C(=O)Nc2sc3c(c2C(=O)OC)CCCC3)c2nc3ccccc3nc21` gave IMPase cell inh 5, ALOX15B inhib -11%, PNC assembly inh 12 and 12-hLO inh 1%.
`CC(=O)[O-].CC(=O)[O-].CC(=O)[O-].[Cr+3]` gave ALOX15B inhib 6% and 12-hLO inh 4%.
For CC12CCC3C(CC=C4CC(O)CCC43C)C1C/C(=C\c1cccc(F)c1)C2=O (centres undefined) the results were IMPase cell inh -2, PNC assembly inh 11 and 12-hLO inh -1%.
Cc1ccc(-c2nn(Cc3ccccc3)cc2C=O)cc1 was read as PNC assembly inh 30 and 12-hLO inh -1%.
Screening O=c1[nH]c(O)c(C=NC2CCN(Cc3ccccc3)CC2)c(=O)[nH]1 returned IMPase cell inh 5, ALOX15B inhib 1%, PNC assembly inh -26 and 12-hLO inh -13%.
`COc1ccc(-n2c(SC)nc3ccccc3c2=O)cc1` gave IMPase cell inh 1, ALOX15B inhib 0%, PNC assembly inh 19 and 12-hLO inh -6%.
Screening CC1CC(C)CN(CC(=O)c2ccc(OC(F)F)cc2)C1 (centres undefined) returned IMPase cell inh 3, PNC assembly inh inconclusive and 12-hLO inh 2%.
`CC[n+]1c(/C=C/N(C)c2ccccc2)sc2ccc(Cl)cc21` gave IMPase cell inh 20, ALOX15B inhib inconclusive, PNC assembly inh 6 and 12-hLO inh -11%.
For CN1CCN(c2ccc(N)c(N3CCN(C)CC3)c2)CC1 the results were IMPase cell inh 16, ALOX15B inhib 16%, PNC assembly inh inconclusive and 12-hLO inh -2%.
Screening Cc1cc(OCC(=O)NC2CCS(=O)(=O)C2)c2c3c(c(=O)oc2c1)CCC3 (centres undefined) returned IMPase cell inh 11, ALOX15B inhib 1%, PNC assembly inh inconclusive and 12-hLO inh -4%.
For CC(=O)NC1CC2CCCC(C1)N2C(=O)Nc1ccccc1 (centres undefined) the results were IMPase cell inh 1, ALOX15B inhib inconclusive, PNC assembly inh 63 and 12-hLO inh 0%.
Screening CCCCNC(=O)n1c(NC(=O)OC)nc2ccccc21 returned ALOX15B inhib 0% and 12-hLO inh -4%.
`COc1ccc(OCC(=O)N2CCN(C(C)C)CC2)cc1` gave IMPase cell inh inconclusive, PNC assembly inh -100* and 12-hLO inh -4%.
C/C=C1\C[N@@+]2(C)CC[C@@]34C(=C(C=O)[C@H]1C[C@H]32)Nc1ccccc14 was read as IMPase cell inh -2[20.6 µM], ALOX15B inhib -7%[25.6 µM] and 12-hLO inh -6%[25.6 µM].
`CCN1CCN(C(=O)COc2ccc(S(=O)(=O)N(C)Cc3ccccc3)cc2)CC1` gave IMPase cell inh inconclusive, ALOX15B inhib 8%, PNC assembly inh -4 and 12-hLO inh -4%.
Screening Cc1ccc2ccccc2c1NC(=O)CNC1CCCCC1 returned IMPase cell inh 15, ALOX15B inhib 9%, PNC assembly inh 68 and 12-hLO inh 9%.
`Cc1cccc(C)c1N` gave ALOX15B inhib -5% and 12-hLO inh 0%.
CC(=O)N1CCN(c2ccc([N+](=O)[O-])cc2C=C2C(=O)NC(=O)NC2=O)CC1 was read as IMPase cell inh 7, PNC assembly inh 19 and 12-hLO inh -4%.
`COc1ccccc1N1CCN(Cc2ccc(Br)s2)CC1` gave IMPase cell inh 4, ALOX15B inhib 11%, PNC assembly inh inconclusive and 12-hLO inh 2%.
Screening COC(=O)C1=Nc2ccccc2/C1=C\c1c(O)n(-c2cc(OC)ccc2OC)c(=O)[nH]c1=O returned PNC assembly inh inconclusive and 12-hLO inh -13%.
`O=S(=O)(O)F` gave ALOX15B inhib -1% and 12-hLO inh -2%.
CCc1ccc(-n2c(O)c(/C=N/N3CCCCC3c3cccnc3)c(=O)[nH]c2=O)cc1 (centres undefined) was read as IMPase cell inh -3, PNC assembly inh -100* and 12-hLO inh -2%.
`Cc1ccc(C(=O)Nc2nc3ccccc3n2CCN2CCCC2)cc1` gave IMPase cell inh 13, ALOX15B inhib 43%[activator], PNC assembly inh -3 and 12-hLO inh 3%.
Screening O=C(O)C[C@H]1OCC=C2CN3CC[C@@]45C6=CC(=O)C(=O)C([N+](=O)[O-])=C6N[C@H]4[C@H]1[C@H]2C[C@@H]35 returned ALOX15B inhib -13%[11.4 µM] and 12-hLO inh -3%[11.4 µM].
Nc1ccc([N+](=O)[O-])cc1 was read as ALOX15B inhib -18% and 12-hLO inh -6%.
CN(C)C(=O)Nc1ccc(Cl)cc1 was read as ALOX15B inhib -12% and 12-hLO inh -2%.
Screening [N-]=[N+]=[N-] returned ALOX15B inhib -7% and 12-hLO inh 0%.
O=P1(NCc2ccco2)COc2ccccc2OC1 was read as IMPase cell inh -7, ALOX15B inhib 0%, PNC assembly inh -13 and 12-hLO inh -2%.
Screening Clc1cc(Cl)c(Cl)c(Cl)c1 returned ALOX15B inhib -3% and 12-hLO inh 1%.
Screening CN1CCC2=C[C@H](O)[C@@H]3OC(=O)c4cc5c(cc4[C@H]3[C@H]21)OCO5 returned IMPase cell inh -2[20.6 µM], ALOX15B inhib 9%[25.6 µM] and 12-hLO inh 1%[25.6 µM].
For OC12CCCCC1C(c1ccccc1)NCC2 (centres undefined) the results were IMPase cell inh -3, ALOX15B inhib 5%, PNC assembly inh 20 and 12-hLO inh -3%.
`CCOC(=O)C(O)(c1ccc(NC(=O)NC2CCCCC2)cc1)C(F)(F)F` (centres undefined) gave IMPase cell inh 1, ALOX15B inhib -2%, PNC assembly inh 15 and 12-hLO inh -3%.
For O=c1[nH]c(=O)n(Cc2ccco2)c(O)c1C=NCc1ccc2c(c1)OCO2 the results were IMPase cell inh 4, ALOX15B inhib -2%, PNC assembly inh 23 and 12-hLO inh -13%.
`CC1(C)C[C@H]2C=C(C=O)[C@]3(C=O)C[C@]3(C)[C@H]2C1` gave PNC assembly inh inconclusive and 12-hLO inh -8%.
For Nc1ccc(N)cc1 the results were ALOX15B inhib 28%[0.0915 µM] and 12-hLO inh -3%[0.00818 µM].
Screening CN1CCC(O)(c2ccccc2)C(C(=O)c2ccccc2)C1 (centres undefined) returned IMPase cell inh 11, ALOX15B inhib 3%, PNC assembly inh 27 and 12-hLO inh -4%.
CCC(=O)N1CC(=O)Nc2ccc(Cl)cc2C1c1ccc(F)cc1 (centres undefined) was read as IMPase cell inh 6, ALOX15B inhib -1%, PNC assembly inh 15 and 12-hLO inh -1%.
Screening CC(C)Oc1cccnc1N(C)C1CCN(Cc2ccccc2)CC1 returned IMPase cell inh 9, ALOX15B inhib 28% and 12-hLO inh -4%.
For Cc1ccc(-c2nc3ccccc3c(=O)n2-n2cccc2)cc1 the results were IMPase cell inh 6, ALOX15B inhib -2%, PNC assembly inh 14 and 12-hLO inh -4%.

Ordered by number of heavy atoms (ascending): 4 of the compounds above
For Nc1ccc(N)cc1 the results were ALOX15B inhib 28%[0.0915 µM] and 12-hLO inh -3%[0.00818 µM].
CN(C)C(=O)Nc1ccc(Cl)cc1 was read as ALOX15B inhib -12% and 12-hLO inh -2%.
Cc1ccc(-c2nn(Cc3ccccc3)cc2C=O)cc1 was read as PNC assembly inh 30 and 12-hLO inh -1%.
`CCOC(=O)C(O)(c1ccc(NC(=O)NC2CCCCC2)cc1)C(F)(F)F` (centres undefined) gave IMPase cell inh 1, ALOX15B inhib -2%, PNC assembly inh 15 and 12-hLO inh -3%.

(further entries)
For O=C1NC(=O)N(Cc2ccco2)C(=O)/C1=C\c1cccn1CCOc1ccc(Cl)cc1 the results were IMPase cell inh 9, PNC assembly inh -11 and 12-hLO inh -27%.
O=C(CN1CCCCC1)c1ccc(OC(F)F)cc1 was read as IMPase cell inh -5, PNC assembly inh -20 and 12-hLO inh 0%.
c1ccc(Cn2ccnc2)cc1 was read as PNC assembly inh inconclusive and 12-hLO inh -2%.
For CN(C)c1ccc(N=Cc2c(O)n(CCC3=CCCCC3)c(=O)[nH]c2=O)cc1 the results were IMPase cell inh 1, ALOX15B inhib inconclusive, PNC assembly inh 24 and 12-hLO inh 5%.
Screening COc1cccc(Oc2c(C)oc3cc(OC(=O)N(C)C)ccc3c2=O)c1 returned IMPase cell inh 3, ALOX15B inhib 12%, PNC assembly inh 1 and 12-hLO inh -11%.
BrCC(Br)(Br)Br was read as ALOX15B inhib -15% and 12-hLO inh -2%.
`O=C1C=C2C=C[C@@H]3C[C@@]2(O1)[C@H]1CCCCN31` gave IMPase cell inh -1, ALOX15B inhib -3%[0.0915 µM] and 12-hLO inh 1%[0.00818 µM].
[O-]/[N+](=C/c1cccnc1)c1ccc(Br)cc1 was read as IMPase cell inh 10, ALOX15B inhib inconclusive, PNC assembly inh -9 and 12-hLO inh -11%.
`O=P(NS(=O)(=O)c1ccccc1)(Oc1ccccc1)Oc1ccccc1` gave IMPase cell inh -2, ALOX15B inhib -3%, PNC assembly inh 30 and 12-hLO inh 1%.
`Cc1cc(C)cc(OP(=O)(Oc2cc(C)cc(C)c2)Oc2cc(C)cc(C)c2)c1` gave ALOX15B inhib 4% and 12-hLO inh -2%.
Screening O=C1C=CC(=O)C(Cl)=C1 returned ALOX15B inhib 11µM* and 12-hLO inh inconclusive.
`O=C(O)c1ccc2[nH]cc(CCCCN3CC=C(c4ccccc4)CC3)c2c1` gave ALOX15B inhib 2% and 12-hLO inh -4%.
Screening Fc1cccc(CCNCc2ccccn2)c1 returned IMPase cell inh -4, ALOX15B inhib 14%, PNC assembly inh 37 and 12-hLO inh -4%.
Screening CC(Oc1ccc(-c2ccccc2)cc1)C(=O)O (centres undefined) returned IMPase cell inh 8, ALOX15B inhib 0%, PNC assembly inh 24 and 12-hLO inh 2%.
For c1ccc(CN2CC[C@@]3(CCCNC3)C2)cc1 the results were ALOX15B inhib 23% and 12-hLO inh 2%.
CCn1nc(-c2ccccc2)nc2c(=O)n(C)c(=O)nc1-2 was read as IMPase cell inh 6, PNC assembly inh -100* and 12-hLO inh -6%.
`C=CCn1c(O)c(C(C)=Nc2ccc(N(C)C)cc2)c(=O)[nH]c1=O` gave IMPase cell inh 15, ALOX15B inhib 13%, PNC assembly inh -91* and 12-hLO inh -7%.
Screening Nc1c2c(nc3sc4c(c13)CCCC4)CCCCC2 returned IMPase cell inh inconclusive, ALOX15B inhib -8%[11.4 µM], PNC assembly inh -19 and 12-hLO inh 1%.
For O=C(Cl)/C=C/C(=O)Cl the results were ALOX15B inhib 2% and 12-hLO inh 1%.
Screening CC1(C)CC(=O)C2=C(C1)NC(=O)C21C(C(=O)OC(C)(C)C)=C(N)Oc2ccc(Br)cc21 (centres undefined) returned IMPase cell inh inconclusive, ALOX15B inhib -17%, PNC assembly inh 29 and 12-hLO inh -2%.
Screening COC(=O)C(O)(c1ccc(NC(=S)NC(=O)c2ccccc2)cc1)C(F)(F)F (centres undefined) returned IMPase cell inh 4, ALOX15B inhib 16µM*, PNC assembly inh -11 and 12-hLO inh inconclusive.
Screening COc1cccc(-n2c(O)c(C=NCc3ccc4c(c3)OCO4)c(=O)[nH]c2=O)c1 returned IMPase cell inh 0, ALOX15B inhib -2%, PNC assembly inh -6 and 12-hLO inh -3%.
Screening CCOS(C)(=O)=O returned ALOX15B inhib -8% and 12-hLO inh 0%.
Screening CN1c2ccccc2Oc2ccccc21 returned PNC assembly inh 22 and 12-hLO inh -5%.
Screening CCOC(=O)c1c(-n2c(C)cc(/C=C3\C(=O)NC(=O)N(C)C3=O)c2C)sc2c1CCCC2 returned IMPase cell inh -2, ALOX15B inhib inconclusive, PNC assembly inh 79 and 12-hLO inh -6%.
Screening CC1CCN(S(=O)(=O)c2ccc(NN=C(C#N)C#N)cc2)CC1 returned IMPase cell inh -3, ALOX15B inhib -26%, PNC assembly inh inconclusive and 12-hLO inh -22%.
